High-throughput results as filed in PubChem.
Eya2 phos inh: blocks the phosphatase activity of human Eya2 | actives 0.006% (n = 330,000) | Potency, µM (highest dose often 76.9 µM), for the others: top-dose activity, negative = inhibition, actives largely listed as inhibitors | recombinant Eya2, OMFP fluorescence dephosphorylation (OMFP is methylfluorescein phosphate) | AID 488837; note: potency is the fitted concentration of half-maximal effect; % is set by controls: 0 for no effect and ±100 for the full control effect
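Eya2 (0.2 uM) preincubated 10 min at ambient with compound, then OMFP substrate added at 50 uM; 10 min reaction in 50 mM HEPES pH 7.5, 50 mM NaCl, 5 uM MgCl2, 0.05% BSA, 1 mM DTT. Fluorescence read at Ex 485/Em 525 nm.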
AT treatment: candidate therapy for ataxia-telangiectasia; […] A-T fibroblasts, KAP-1 phosphorylation AlphaLISA; neocarzinostatin DNA damage 30 min before lysis; Potency, µM (doses to about 57.5 µM), for the others: at the top dose activation, most hits filed as activators; actives 0.19% (n = 320,000); AID 485349; note: potency is the fitted concentration of half-maximal effect; % of control where 0% means no effect; nearly all actives have a fitted effect of over 45% in size
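hTERT-immortalized A-T patient fibroblasts ([…]), 500 cells/well in OPTI-MEM, 1% FBS, got compounds for 60 min, then NCS for 30 min at 37C. Lysates were then assayed for phospho-KAP-1 by AlphaLISA (anti-pKAP1 donor, anti-KAP1 acceptor beads), 6 hr at 25C.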
Tb PFK inh: inhibitors of T. brucei phosphofructokinase; O15648; actives 0.17% (n = 330,000); T. brucei PFK, ADP-Glo luminescence; Potency, µM (top dose mostly 57.5 µM), for inactives: top-dose activity, negative = inhibition, most hits filed as inhibitors;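 note: potency is the fitted concentration of half-maximal effect; 0% = uninhibited 1x PFK enzyme wells and -100% = no-enzyme wells; nearly all actives have a fitted effect of over 60% in size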
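PFK 1.25 nM, F6P 0.5 mM, ATP 0.1 mM, 0.1 M TEA pH 8.0, 5 mM MgCl2, 0.01% Tween20, 0.1% BSA; 45 min RT. ADP-Glo readout. qHTS titration up to 57 uM; curves fitted, compounds curve-classed.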
a7 integrin act: activates integrin-mediated alleviation for muscular dystrophy; alpha7betagal myoblasts, beta-gal FDG fluorescence, 48 h; Potency, µM (series often up to 38.3 µM), for the others: at the top dose activation, actives largely listed as activators; actives 0.064% (n = 350,000); AID 624291;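 note: potency is the fitted concentration of half-maximal effect; 100% = response of the positive control SU9516; nearly all actives have a fitted effect of over 60% in size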
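Alpha7betagal+/- myoblasts (passage 13) were plated 16-24 hr, then exposed to compounds (1:260 dilution of DMSO stock) for 48 hours at 37C. After MPER lysis, β-galactosidase reporter activity was read as FDG fluorescence (ex 480/em 540) after 30 minutes.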
TCR activator: T cell receptor activation; primary human leukocytes, anti-CD3, IL-2 HTRF, 48 h; 330,000 tested, under 10 active; Potency, µM (doses to about 9.22 µM), for inactives: at the top dose activation of IL-2 secretion, hits mostly activators; note: % of control where 0% means no effect
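IL-2 release read by HTRF sandwich (Eu cryptate donor, d2 acceptor, 665 nm emission) after 48 hr exposure of primary human leukocytes to compound together with anti-CD3 beads in the absence of co-stimulatory signals.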
Mito fusion yeast: blocks mitochondrial division or promotes mitochondrial fusion. S. cerevisiae fusion-defective mutant growth rescue, CellTiterGlo 48 h. Potency, µM (series often up to 46.1 µM), for the others: at the highest dose growth rescue (activation), hits mostly activators. actives 0.23% (n = 320,000). AID 485298;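 note: potency is the fitted concentration of half-maximal effect; % of control where 0% means no effect; nearly all actives have a fitted effect of over 45% in size; temperature-sensitive fusion mutants such as fzo1-1 at 37 °C on non-fermentable ethanol glycerol medium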
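S. cerevisiae fusion-defective temperature-sensitive mutants (e.g. fzo1-1, mgm1-5) grown 48 h at 37C in YPEG (ethanol/glycerol non-fermentable) medium with 23 nl compound per well; growth rescue read as CellTiterGlo luminescence.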
ELG1 repair inh: ELG1-dependent DNA repair inhibition; HEK293T ELG1-luciferase reporter, luminescence, 16 h; DNA damage induced by 5-fluorouridine; Potency, µM (series often up to 46.1 µM), for inactives: at the top dose activity change, negative = inhibition, usual class: inhibitors; actives 2.3% (n = 330,000); note: potency is the fitted concentration of half-maximal effect; % is set by controls: 0 for no effect and ±100 for the full control effect; nearly all actives have a fitted effect of over 55% in size
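5-Fluorouridine DNA damage + compound/DMSO, 2,000 cells/well, 16 h, 37 °C/5% CO2. ONE-Glo, 30 min RT, luminescence. Readout = decrease in reporter signal.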
ASM inhibitor: inhibitors of human secretory acid sphingomyelinase; P17405; Potency, µM (series often up to 57.5 µM), without a hit: top-dose activity change, negative = inhibition, usual class: inhibitors; placental ASM, HMU-PC fluorogenic substrate, 60 min; actives 0.006% (n = 340,000); note: potency is the fitted concentration of half-maximal effect
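Fluorogenic HMU-PC substrate (9 uM final) is turned over by placental ASM in 60 min at 37 C after a 10 min compound preincubation. Reaction ended by alkaline stop (pH 10), with fluorescence read at 386/447 nm.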
BCR signal inh: blocks chronic active B-cell receptor signaling | ABC-DLBCL IkBa-CBG/CBR reporter, luminescence ratio, 4 h | Potency, µM (series often up to 46.1 µM), inactives show at the highest dose ratio change, negative = lower green/red ratio, hits mostly inhibitors | actives 0.05% (n = 340,000); active = well fitted inhibition curve with a large enough effect in the signal ratio, with a control signal flat, not every such curve was filed as active; inconclusive = small, poorly fitted or top-dose-only effect, or effect the other way, or a change in a side signal; the % refers to the signal ratio;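 note: potency is the fitted concentration of half-maximal effect; plate controls were basal doxycycline-induced cells for no effect and cells given 10 µM MG132 for full effect; MG132 reads +100%, hits lower the ratio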
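TMD8 ABC-DLBCL cells carrying doxycycline-inducible green luciferase fused to IkappaBalpha plus unfused red luciferase were exposed to compounds (up to 46 uM) for 4 hrs at 37C. Activity came from the overlap-corrected green/red luminescence ratio.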
TSHR antag: antagonists of human thyroid stimulating hormone receptor; P16473; TSHR-expressing cells, TSH-stimulated cAMP HTRF, 2 h; hits give low values; activity change, negative = inhibition, % at 11.5 µM; actives 0.2% (n = 330,000);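 active = activity change below a set negative limit, meaning inhibition stronger than a set level, cut at about -70% in these data; inconclusive = activity change between two set negative limits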; note: % is set by controls: 0 for no effect and ±100 for the full control effect
Target sequence (P16473 whole entry, looked up): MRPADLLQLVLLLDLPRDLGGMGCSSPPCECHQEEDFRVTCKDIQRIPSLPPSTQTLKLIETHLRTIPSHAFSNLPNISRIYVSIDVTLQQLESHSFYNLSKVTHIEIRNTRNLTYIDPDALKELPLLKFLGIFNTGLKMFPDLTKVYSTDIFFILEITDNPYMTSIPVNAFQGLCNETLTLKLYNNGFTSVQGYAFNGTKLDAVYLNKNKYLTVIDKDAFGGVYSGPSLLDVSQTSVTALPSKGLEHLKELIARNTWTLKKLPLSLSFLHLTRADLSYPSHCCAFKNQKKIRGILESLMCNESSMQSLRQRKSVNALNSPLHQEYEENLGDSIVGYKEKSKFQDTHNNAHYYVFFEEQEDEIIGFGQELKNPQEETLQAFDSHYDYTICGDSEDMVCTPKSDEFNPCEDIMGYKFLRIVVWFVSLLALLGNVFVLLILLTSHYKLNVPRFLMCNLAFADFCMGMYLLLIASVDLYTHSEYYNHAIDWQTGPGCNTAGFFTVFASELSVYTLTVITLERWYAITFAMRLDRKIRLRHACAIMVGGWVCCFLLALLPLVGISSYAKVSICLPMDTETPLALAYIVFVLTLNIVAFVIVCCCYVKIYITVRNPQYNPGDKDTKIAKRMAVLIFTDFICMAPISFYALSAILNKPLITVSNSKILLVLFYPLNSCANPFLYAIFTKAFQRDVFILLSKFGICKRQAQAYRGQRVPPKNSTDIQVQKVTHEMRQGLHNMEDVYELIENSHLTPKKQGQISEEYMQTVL
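Antagonism was scored as loss of TSH-driven cAMP in TSHR cells, stimulated with 4nM TSH (EC80) for 2 hours at 37 deg C and detected by homogeneous HTRF competition immunoassay.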
TSG101-PTAP inh: blocks PTAP/TSG101 interaction to inhibit HIV-1 budding; Potency, µM (series often up to 115 µM), for the others: at the top dose activity change, negative = inhibition, usual class: inhibitors; 340,000 tested, under 10 active; AID 493005; Q99816; Fluorescence polarization, FITC-PTAP peptide / Tsg101 binding; active = well fitted inhibition curve with a large enough effect in the main read-out, with a control signal flat, not every such curve was filed as active; inconclusive = small, poorly fitted or top-dose-only effect, or effect the other way, or a change in a side signal; inactive = no such curve, though single readings can be large or run the other way; note: potency is the fitted concentration of half-maximal effect; % of control where 0% means no effect
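Fluorescence anisotropy tracks displacement of a FITC-tagged PTAP peptide (50 nM) from the Tsg101 binding domain (10 uM), following a 20 min room-temperature incubation at pH 7.5.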
* = called active by the depositor; ? = inconclusive; · = not tested or not shown; [ ] = remark or other dose. Unless noted, calls come from the whole dose curve; as a rule, active = well fitted curve in the direction sought with a large enough effect; inconclusive = small, poorly fitted or top-dose-only effect, or another doubt; inactive = no such curve, though single readings can be large; an effect the other way counts as inactive or inconclusive.

SMILES | Eya2 phos inh | AT treatment | Tb PFK inh | a7 integrin act | TCR activator | Mito fusion yeast | ELG1 repair inh | ASM inhibitor | BCR signal inh | TSHR antag | TSG101-PTAP inh
Cc1cccc(C2CC(c3ccccc3)Nc3nc(N)nn32)c1 (stereo not given) | -5% | 6% | -1% | -10% | 4% | -4% | 15% | 10% | 2% | 5 | -7%
O=C(CCCN1C(=O)NC2(CCCC2)C1=O)Nc1ccc(Cl)c(S(=O)(=O)N2CCOCC2)c1 | -1% | -3% | 0% | -8% | -5% | -3% | 1% | · | -1% | -2 | -3%
Cc1nnc(SCC(=O)N(CC(C)C)C2CCS(=O)(=O)C2)n1N (stereo not given) | -14% | 3% | -5% | 32% | 0% | 4% | 26% | 2% | 1% | -11 | 0%
O=C(COc1ccccc1)NC(NC(=S)Nc1ccccc1C(=O)O)C(Cl)(Cl)Cl (stereo not given) | 16% | 2% | -1% | 11% | 0% | 2% | 2% | -3% | 1% | 3 | -7%
CC(NC(=O)C1CCN(C(=O)Nc2ccccc2)CC1)c1ccc(Cl)cc1 (stereo not given) | 2% | -2% | -1% | -4% | · | 0% | -7% | 6% | 1% | 0 | 1%
O=C(Nc1ccccc1F)c1cc(S(=O)(=O)N2CCOCC2)cs1 | -3% | 0% | 2% | -6% | -5% | -1% | 1% | -2% | -2% | 9 | ·
COC(=O)/C=C/c1cccc([C@H]2[C@@H]3C=CC[C@@H](C)[C@@H]3C(=O)N2Cc2ccccc2)c1 | -6% | -11% | 2% | 0% | 2%[46.1 µM] | · | 4% | -10% | -11% | -24 | -3%
CN1CCN(C(=O)C23CCC(C)(c4nc5ccccc5nc42)C3(C)C)CC1 (stereo not given) | 6% | -6% | 3% | -28% | 1% | -9% | 1% | -1% | 0% | 2 | -3%
O=C(COC(=O)c1cccnc1)Nc1cccc(Cl)c1 | -9% | -2% | -8% | -7% | 22% | -2% | -1% | -1% | -2% | 12 | -5%
CCN(CC)c1nc2ccccc2nc1C(C#N)C(=O)NCCc1ccccc1 (stereo not given) | -1% | 10% | 5% | -25% | 0% | 2% | ? | 366%[activator] | ? | -15 | ?
COc1ccc(/C=C/C(=O)O)cc1S(=O)(=O)Nc1ccc2c(c1)OCO2 | -2% | -4% | -1% | -12% | -3% | -2% | ? | 3% | -14% | -10 | 5%
CCOc1ccccc1NC(=O)CSc1nnnn1-c1ccccc1 | 3% | 1% | -5% | -3% | -1% | 13% | -5% | 0% | ? | 9 | 0%
CC(NC(=O)Nc1ccc(F)cc1F)c1ccc2c(c1)OCO2 (stereo not given) | 0% | 1% | 2% | 30% | 4% | -3% | 2% | 0% | 0% | -5 | 2%
Cn1c(N/N=C/c2cc3ccccc3nc2Cl)nc2ccccc21 | -24% | -12% | 2% | 3% | -11%[46.1 µM] | -13% | ? | -1% | ? | -3 | ?
Nc1cc(C(=O)c2cccs2)ccc1Cl | -5% | 10% | 6% | -3% | · | 0% | ? | 0% | 0% | -1 | -6%
CC(C)CC(=O)Nc1nnc(CCc2ccccc2)s1 | 6% | -3% | -1% | 1% | -7% | -14% | ? | 3% | ? | -4 | -2%
COc1ccc(-n2c(SCC(=O)Nc3cccc(C(=O)O)c3)nnc2-c2ccco2)cc1 | -9% | 11% | 3% | ? | 0% | 0% | -16% | -1% | 0% | -2 | 0%
Cc1ccc(NC(=S)N2CCN(S(C)(=O)=O)CC2)cc1Cl | 5% | 5% | -1% | -3% | 2% | 1% | -1% | 1% | -2% | -3 | -3%
O=C(Cn1c(-c2ccccc2)c[n+]2ccsc12)c1ccc([N+](=O)[O-])cc1 | -9% | 9% | -2% | -63%[inhibitor] | -4% | 2% | -3% | -13% | -2% | 0 | -5%
CCN(CC(=O)NCc1cccs1)CC(=O)Nc1ccc(C(N)=O)cc1 | 2% | -2% | 1% | 20% | 10% | · | ? | 2% | 0% | · | -1%
N#Cc1ccccc1N=C1CCCN1Cc1ccccc1 | 4% | 9% | 0% | -2% | 1% | -3% | 8% | 1% | -1% | -4 | -4%
Cc1ccc(C)c(N2CCN(C(=O)C34CC5CC(C3)CC(n3nnc(C)n3)(C5)C4)CC2)c1 | ? | 0% | -4% | -18% | -5% | 15% | 21µM* | -3% | 15% | -27 | 0%
Cc1nn(-c2ccc(N3CCOCC3)nn2)c(C)c1CCC(=O)N1CCN(C)CC1 | 15% | -1% | 2% | 7% | -3% | 3% | 6% | 0% | -2% | -9 | -1%
CSCC[C@H](NC(=O)NCCC1=CCCCC1)C(=O)O | -18% | 11% | 1% | 2% | -1% | -7% | 13% | 3% | ? | -4 | -3%
O=C(Nc1nnc(N2CCCCCC2)s1)c1cc(-c2ccc(Br)cc2)on1 | 3% | 12% | -1% | 1% | 2%[46.1 µM] | 0% | 22% | -15% | 5% | 5 | -2%
O=C(COC(=O)c1ccc(OC(F)F)cc1)NCCCN1CCCC1=O | 14% | 6% | -5% | ? | 0% | 0% | 6% | 1% | 1% | -5 | 0%
Cc1cc(=O)[nH]c(N/N=C/c2ccc(C)o2)n1 | 2% | 0% | -9% | 10% | 2% | -6% | 18% | 3% | 3% | 9 | -6%
CC(=O)NC1CC2CCCC(C1)N2S(=O)(=O)c1ccccc1 (stereo not given) | -7% | -3% | 1% | 10% | · | 0% | 15% | 0% | -2% | 2 | -2%
O=C(NCCN1C(=O)S/C(=C\c2cccnc2)C1=O)C1CC(=O)N(Cc2ccco2)C1 (stereo not given) | 7% | -5% | -2% | -7% | 10% | -1% | -4% | 2% | 1% | 8 | 0%
CC1(c2ccc3ccccc3c2)NC(=O)N(CC(=O)N2CCN(Cc3ccc(C#N)cc3)CC2)C1=O (stereo not given) | -10% | -3% | ? | -33%[inhibitor] | -5% | 15% | -15% | -1% | -4% | -40 | -2%
COC(=O)c1ccc(N=NN2CCCCC2)cc1 | 3% | 2% | 0% | 19% | 3% | 4% | ? | -3% | ? | -11 | -1%
CC1CCc2c(sc(NC(=O)CCc3nc4ccccc4c(=O)[nH]3)c2C#N)C1 (stereo not given) | 3% | 1% | -23% | -32% | · | 0% | 12% | -9% | 0% | 14 | -3%
NC(=O)C1=C[C@H](c2ccc3c(c2)OCO3)C[C@H](OCc2ccc(CO)cc2)O1 | -2% | 8% | -4% | -1% | 2% | 2% | ? | -2% | -4% | -1 | -2%
C/C(=N\NC(=O)c1ccc(CN2CCOCC2)cc1)c1cccc([N+](=O)[O-])c1 | 0% | 1% | 0% | -15% | 0%[46.1 µM] | -2% | ? | -3% | -1% | -6 | -5%
CCC(=O)N1CCc2cc(S(=O)(=O)CCC(=O)N(C)c3ccc(OC)cc3)ccc21 | 4% | 5% | 2% | -17% | 2% | -3% | 17% | 5% | 4% | -1 | -1%
COC(=O)[C@@H]1C(c2c(OC)cc(OC)cc2OC)=NO[C@H]1C(=O)OC | 2% | -2% | 0% | -12% | 0%[46.1 µM] | -20% | -2% | 1% | 1% | 32 | -4%
CCCCNC(=O)C(=O)NC(C)CCc1ccccc1 (stereo not given) | -9% | -2% | 0% | 4% | -1% | -1% | 9% | 4% | -3% | -1 | 1%
C/C(=N\NC(=O)C(C)Oc1ccc([N+](=O)[O-])cc1)c1ccccn1 (stereo not given) | -20% | -2% | -5% | -60%[inhibitor] | 2% | -7% | ? | 3% | 3% | 2 | -2%
CCOC(=O)c1sc(=S)n(CC)c1N | -6% | -5% | -1% | -5% | 0% | 1% | ? | -4% | -2% | 7 | -1%
CCC(Sc1nc2n[nH]c(C)c2c(=N)n1-c1cccc(Cl)c1)C(=O)NCCOC (stereo not given) | ? | -4% | 1% | 14% | 5% | 0% | -21% | -10% | ? | 7 | -7%
